Dengue-2 NS5 capping: Dengue-2 NS5 methyltransferase inhibitors, primary screen, biochemical, confirmation dose response (AID 588689) | 340,000 compounds, 0.3% hits | one-dose inhibition, % at 25 µM; IC50 in µM for titrated hits | Dengue-2 NS5 methyltransferase capping enzyme assay, biochemical; higher % means a stronger effect; in the data active means a potency from the dose series
Myeloid diff 2: induction of myeloid progenitor differentiation, primary screen, cell-based, flow cytometry, MLPCN library; AID 624256, 2012; 360,000 compounds, 1% hits; ER-HoxA9 myeloid progenitors, lysozyme-GFP differentiation; calls only at 10 µM;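 active means normalized GFP-positive differentiation at or above the plate's own cutoff, the solvent-only control mean plus 3 SD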;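 further: cells exposed to compound for four days before flow analysis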
LYP inhibition: inhibitors of LYP phosphatase, biochemical, fluorescence intensity, uHTS (AID 1779); Tyrosine-protein phosphatase non-receptor type 22 (Homo sapiens); recombinant LYP phosphatase, fluorescence intensity; higher % means a stronger effect; inhibition, % at 11.5 µM; hits with a dose series show IC50 in µM; 290,000 compounds, 0.054% hits;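 further: plate controls were vehicle with enzyme for no effect and no enzyme for full effect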
Lipid droplet: inhibitors of hepatocyte lipid droplet formation, primary screen, imaging, high-throughput imaging, BODIPY stain | AID 1656, 2009 | AML12 mouse hepatocytes, oleate lipid droplets | inhibition, % at 6.5 µM | 240,000 compounds, 0.4% hits;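 active means lipid droplet intensity inhibited by at least 50%, with more than 500 cells counted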
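Material: mouse AML12 hepatocyte cell line, fixed after treatment; Timing: compound with oleate, overnight; Technique: high-content imaging of BODIPY-stained droplets and DAPI nuclei; Probe or stimulus: oleate, 100 µM final; Dosing: compound at 6.5 µM only.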
SIAH1 antagonists: Siah-1 peptide-binding antagonists, primary screen, biochemical, fluorescence polarization, rhodamine-plectin, uHTS (AID 1817). one-dose displacement, % at 20 µM; IC50 in µM for titrated hits. Siah-1 / rhodamine-plectin peptide fluorescence polarization; higher % means a stronger effect. 290,000 compounds, 0.02% hits;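 active means displacement of at least 50% at 20 µM, with a fluorescence ratio check between 0.3 and a set limit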;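 further: plate controls were Siah plus tracer with DMSO for no effect and tracer alone without Siah for full effect; strong numbers were not always called active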
NOD2 inhibition: NOD2 signaling inhibitors, cell-based, luminescence, uHTS, HEK293 (AID 1566). 290,000 compounds, 0.63% hits. HEK293 NOD2/NF-kB luciferase reporter, luminescence; higher % means a stronger effect. inhibition, % at 4 µM, or EC50 in µM where a hit was titrated; further: many of its hits are not listed in these tables
HIV peptide binding: inhibitors of HIV fusion peptide binding, primary screen, biochemical, uHTS, fluorescence dequenching (AID 1986) | cell-free peptide binding, fluorescence dequenching, 30 min; higher % means a stronger effect | inhibition, % at 20 µM, or IC50 in µM where a hit was titrated | 290,000 compounds, 0.3% hits; in the data active means inhibition mostly above about 52%, no sharp cut-off; inactive means mostly below about 76%; further: some results filed as inactive read as strong as hits
AID2073: inhibitors of Mint1-CaV2.2 protein interaction, biochemical, HTRF (AID 2073) | Voltage-dependent N-type calcium channel subunit alpha-1B (Homo sapiens) | HTRF protein-protein interaction, Mint1-CaV2.2; higher % means a stronger effect | one-dose inhibition, % at 20 µM; IC50 in µM for titrated hits | 290,000 compounds, 0.19% hits; in the data active means inhibition mostly above about 51%, no sharp cut-off; further: some results filed as inactive read as strong as hits
XIAP displacement: XIAP antagonists, biochemical, IAP family, fluorescence polarization (AID 1018); E3 ubiquitin-protein ligase XIAP (Homo sapiens); XIAP BIR domain, fluorescence polarization peptide displacement; higher % means a stronger effect; displacement, % at 20 µM, or IC50 in µM where a hit was titrated; 200,000 compounds, 0.007% hits; in the data active means displacement above about 50%; further: a part of the inactive calls stands beside numbers as strong as those of hits
Lipid droplet cells 6.5 µM: recorded beside Lipid droplet, whose call it bears; cell count; measured here: cell count, cytotoxicity flag;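 cells counted across two imaged fields per well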
Myeloid diff 2 GFP+ MAC1+ %: further read-out of Myeloid diff 2, marked with its call; GFP+ MAC1+ double positive, %; measured here: differentiation confirmed by MAC1 staining
* = called active by the depositor; & = joins results of further samples. Unless noted, no stated cut-off is given here; in the data, active means inhibition above about 50%; inactive means the rest. Some of the compounds tested; rates above refer to the full screens.

Screening COc1cccc2cc(-c3cc(=O)oc4cc(C)c(OCC(C)=O)cc34)oc12 returned Dengue-2 NS5 capping 4%, Myeloid diff 2 inactive, LYP inhibition -4%, Lipid droplet -2, SIAH1 antagonists -5%, NOD2 inhibition 19%, HIV peptide binding 0.1%, AID2073 48%, Lipid droplet cells 6.5 µM 767 and Myeloid diff 2 GFP+ MAC1+ % 1.3.
Screening Cc1cc(C)c2nc(C(F)(F)F)nc(N3CC(C)OC(C)C3)c2c1 (configuration not stated) returned Dengue-2 NS5 capping -2%, Myeloid diff 2 inactive, LYP inhibition -2%, Lipid droplet -6, SIAH1 antagonists 2%, NOD2 inhibition 1%, HIV peptide binding 0.8%, AID2073 6%, XIAP displacement -2.2%, Lipid droplet cells 6.5 µM 736 and Myeloid diff 2 GFP+ MAC1+ % 0.3.
Screening Cc1cc(C)n(-c2ncnc3ccccc23)n1 returned Dengue-2 NS5 capping -5%, Myeloid diff 2 inactive, LYP inhibition -4%, Lipid droplet 8, SIAH1 antagonists 14%, NOD2 inhibition 4%, HIV peptide binding -0.9%, AID2073 -4%, XIAP displacement -7.5%, Lipid droplet cells 6.5 µM 687 and Myeloid diff 2 GFP+ MAC1+ % 0.4.
For Cc1cc(C)c(-n2c(SCc3nc4ccccc4s3)n[nH]c2=O)c(C)c1 the results were Dengue-2 NS5 capping -4%, Myeloid diff 2 inactive, LYP inhibition 1%, Lipid droplet 17, SIAH1 antagonists -11%, NOD2 inhibition 10%, HIV peptide binding -1.8%, AID2073 0%, Lipid droplet cells 6.5 µM 739 and Myeloid diff 2 GFP+ MAC1+ % 0.5.
`COc1cccc(C2C(C(=O)c3cccs3)=C(O)C(=O)N2CCN(C)C)c1OC` (configuration not stated) gave Dengue-2 NS5 capping -1%, Myeloid diff 2 inactive, LYP inhibition -6%, Lipid droplet 5, SIAH1 antagonists 2%, NOD2 inhibition 11%, HIV peptide binding -2.2%, AID2073 -9%, XIAP displacement -2.9%, Lipid droplet cells 6.5 µM 675 and Myeloid diff 2 GFP+ MAC1+ % 0.3.
Fc1ccc(-c2csc(NC(=S)Nc3ccccc3)n2)cc1 was read as Dengue-2 NS5 capping -1%, Myeloid diff 2 inactive, LYP inhibition -6%, Lipid droplet 6, SIAH1 antagonists 0%, NOD2 inhibition 11%, HIV peptide binding 0.6%, AID2073 -8%, Lipid droplet cells 6.5 µM 392 and Myeloid diff 2 GFP+ MAC1+ % 0.6.
`CN1CCN(c2nc3c(c(=O)n(C)c(=O)n3C)n2CC(N)=O)CC1` gave Dengue-2 NS5 capping -5%, Myeloid diff 2 inactive, LYP inhibition -2%, SIAH1 antagonists -4%, NOD2 inhibition -10%, HIV peptide binding 1.6%, AID2073 10%, XIAP displacement -3.5% and Myeloid diff 2 GFP+ MAC1+ % 1.5.
For Cc1noc(NS(=O)(=O)c2ccc(NC(=O)c3oc4ccc(F)cc4c3C)cc2)c1C the results were Dengue-2 NS5 capping 4%, Myeloid diff 2 inactive, LYP inhibition -4%, Lipid droplet 2, SIAH1 antagonists 1%, NOD2 inhibition -9%, HIV peptide binding 16%, AID2073 15%, Lipid droplet cells 6.5 µM 871 and Myeloid diff 2 GFP+ MAC1+ % 5.4.
CC(c1ccccc1)N(NC(=O)C(O)(c1ccccc1)c1ccccc1)C(=O)c1ccccc1 (configuration not stated) was read as Dengue-2 NS5 capping -4%, Myeloid diff 2 inactive, LYP inhibition -2%, SIAH1 antagonists 18%, NOD2 inhibition 25%, HIV peptide binding -0.6%, AID2073 -2%, XIAP displacement -3.2% and Myeloid diff 2 GFP+ MAC1+ % 0.4.
`CC(C)c1nnc(SCC(=O)Nc2ccc3c(c2)OCO3)n1C` gave Dengue-2 NS5 capping -2%, Myeloid diff 2 inactive, LYP inhibition -8%, Lipid droplet -9, SIAH1 antagonists 4%, NOD2 inhibition 16%, HIV peptide binding -0.8%, AID2073 7%, XIAP displacement -4.7%, Lipid droplet cells 6.5 µM 777 and Myeloid diff 2 GFP+ MAC1+ % 0.6.
Screening O=C(CSc1nnnn1-c1ccc2c(c1)CCC2)NCc1cccs1 returned Dengue-2 NS5 capping -6%, Myeloid diff 2 inactive, LYP inhibition -3%, Lipid droplet 2, SIAH1 antagonists 2%, NOD2 inhibition 14%, HIV peptide binding -2.0%, AID2073 -6%, XIAP displacement -5.1%, Lipid droplet cells 6.5 µM 823 and Myeloid diff 2 GFP+ MAC1+ % 2.4.
O=C(Nc1ccc(Cl)cc1)N1CCC(c2nc(-c3cccs3)no2)CC1 was read as Dengue-2 NS5 capping 3%, Myeloid diff 2 inactive, LYP inhibition 0%, Lipid droplet 2, SIAH1 antagonists -2%, NOD2 inhibition -1%, HIV peptide binding -0.4%, AID2073 -5%, XIAP displacement -3.2%, Lipid droplet cells 6.5 µM 760 and Myeloid diff 2 GFP+ MAC1+ % 0.6.
C#CC(CC)(CC)NC(=O)c1ccc(Br)s1 was read as Dengue-2 NS5 capping -5%, Myeloid diff 2 inactive, LYP inhibition -5%, Lipid droplet 17, SIAH1 antagonists 0%, NOD2 inhibition -7%, HIV peptide binding 0.3%, AID2073 -10%, XIAP displacement -15%, Lipid droplet cells 6.5 µM 644 and Myeloid diff 2 GFP+ MAC1+ % 0.8.
For O=C(CCCN1C(=O)/C(=C\c2cccs2)SC1=S)Nc1ccc(O)cc1C(=O)O the results were Dengue-2 NS5 capping -10%, Myeloid diff 2 inactive, LYP inhibition -4%, Lipid droplet 1, SIAH1 antagonists -5%, NOD2 inhibition 30%, HIV peptide binding 27%, AID2073 7%, Lipid droplet cells 6.5 µM 692 and Myeloid diff 2 GFP+ MAC1+ % 0.3.
Screening COC(=O)CSc1nnc(CNc2ccc(Cl)cc2)n1-c1ccccc1 returned Dengue-2 NS5 capping -14%, Myeloid diff 2 inactive, LYP inhibition -4%, SIAH1 antagonists 1%, NOD2 inhibition 15%, HIV peptide binding -1.1%, AID2073 -11%, XIAP displacement 1.6% and Myeloid diff 2 GFP+ MAC1+ % 0.6.
`CCS(=O)(=O)c1ccc2oc(SCC(=O)NCCc3ccc(F)cc3)nc2c1` gave Dengue-2 NS5 capping -2%, Myeloid diff 2 inactive, LYP inhibition -6%, Lipid droplet 0, SIAH1 antagonists 13%, NOD2 inhibition -9%, HIV peptide binding -1.9%, AID2073 -4%, XIAP displacement -2.5%, Lipid droplet cells 6.5 µM 665 and Myeloid diff 2 GFP+ MAC1+ % 0.5.
Cc1cccc(OCCCn2c(CO)nc3ccccc32)c1 was read as Dengue-2 NS5 capping -8%, Myeloid diff 2 inactive, LYP inhibition -7%, Lipid droplet -1, SIAH1 antagonists -2%, NOD2 inhibition -12%, HIV peptide binding -0.7%, AID2073 5%, Lipid droplet cells 6.5 µM 692 and Myeloid diff 2 GFP+ MAC1+ % 0.3.
`CN(C)CCOC(=O)C1(c2ccccc2)CCOCC1` gave Dengue-2 NS5 capping 1%&0%, Myeloid diff 2 inactive, LYP inhibition 1%&-6%, SIAH1 antagonists -1%&0%, NOD2 inhibition 11%&18%, HIV peptide binding 0.5%&-2.9%, AID2073 -2%&-6%, XIAP displacement -9.2%&-5.7% and Myeloid diff 2 GFP+ MAC1+ % 0.8&0.5.
`CN1CCN(c2ccc(NC(=O)N3CCc4ccccc43)cc2)CC1` gave Dengue-2 NS5 capping -1%, Myeloid diff 2 inactive, LYP inhibition -5%, SIAH1 antagonists 0%, NOD2 inhibition 29%, HIV peptide binding 0.0%, AID2073 7% and Myeloid diff 2 GFP+ MAC1+ % 0.4.
`CCCN1C(=O)C(O)(CC(=O)c2cccc(OC)c2)c2ccccc21` (configuration not stated) gave Dengue-2 NS5 capping -10%, Myeloid diff 2 inactive, LYP inhibition -12%, Lipid droplet -11, SIAH1 antagonists -5%, NOD2 inhibition -5%, HIV peptide binding -0.5%, AID2073 2%, XIAP displacement -5.9%, Lipid droplet cells 6.5 µM 788 and Myeloid diff 2 GFP+ MAC1+ % 0.6.
O=C(CSc1nnc(-c2cccnc2)n1-c1ccccc1)NCc1ccc2c(c1)OCO2 was read as Dengue-2 NS5 capping -3%, Myeloid diff 2 inactive, LYP inhibition -3%, SIAH1 antagonists 0%, NOD2 inhibition 19%, HIV peptide binding 94%, AID2073 -2%, XIAP displacement 0.7% and Myeloid diff 2 GFP+ MAC1+ % 1.3.
COC(=O)CSc1ccnc2cc(Cl)ccc12 was read as Dengue-2 NS5 capping -4%, Myeloid diff 2 inactive, LYP inhibition -4%, Lipid droplet 24, SIAH1 antagonists -7%, NOD2 inhibition 4%, HIV peptide binding -1.4%, AID2073 7%, Lipid droplet cells 6.5 µM 706 and Myeloid diff 2 GFP+ MAC1+ % 0.6.
COc1ccc(CC(=O)Nc2ccc3c(C)cc(=O)oc3c2)cc1OC was read as Dengue-2 NS5 capping -4%, Myeloid diff 2 inactive, LYP inhibition -9%, Lipid droplet -7, SIAH1 antagonists 8%, NOD2 inhibition 6%, HIV peptide binding 2.2%, AID2073 8%, XIAP displacement -7.6%, Lipid droplet cells 6.5 µM 601 and Myeloid diff 2 GFP+ MAC1+ % 0.5.
Screening C/C(=N\OC(=O)c1ccc(Cl)cc1)c1sc(-c2ccccc2)nc1C returned Dengue-2 NS5 capping -2%, Myeloid diff 2 inactive, LYP inhibition 0%, SIAH1 antagonists 0%, NOD2 inhibition 16%, HIV peptide binding 0.7%, AID2073 9%, XIAP displacement -5.4% and Myeloid diff 2 GFP+ MAC1+ % 1.1.
For O=C1CN(C(=O)CCN2CCOCC2)C(c2ccccc2)c2cc(Br)ccc2N1 (configuration not stated) the results were Dengue-2 NS5 capping 0%, Myeloid diff 2 inactive, LYP inhibition -4%, SIAH1 antagonists -2%, NOD2 inhibition 1%, HIV peptide binding 1.4%, AID2073 2%, XIAP displacement -6.5% and Myeloid diff 2 GFP+ MAC1+ % 1.0.
Screening NC1=NC(c2cn(-c3ccccc3)nc2-c2cccs2)n2c(nc3ccccc32)N1 (configuration not stated) returned Dengue-2 NS5 capping -6%, Myeloid diff 2 inactive, LYP inhibition -7%, Lipid droplet 0, SIAH1 antagonists -4%, NOD2 inhibition 2%, HIV peptide binding -0.2%, AID2073 4%, XIAP displacement -7.9%, Lipid droplet cells 6.5 µM 772 and Myeloid diff 2 GFP+ MAC1+ % 0.6.

Reprinted at random: two records from the list, in no set order.
C#CC(CC)(CC)NC(=O)c1ccc(Br)s1 was read as Dengue-2 NS5 capping -5%, Myeloid diff 2 inactive, LYP inhibition -5%, Lipid droplet 17, SIAH1 antagonists 0%, NOD2 inhibition -7%, HIV peptide binding 0.3%, AID2073 -10%, XIAP displacement -15%, Lipid droplet cells 6.5 µM 644 and Myeloid diff 2 GFP+ MAC1+ % 0.8.
CC(c1ccccc1)N(NC(=O)C(O)(c1ccccc1)c1ccccc1)C(=O)c1ccccc1 (configuration not stated) was read as Dengue-2 NS5 capping -4%, Myeloid diff 2 inactive, LYP inhibition -2%, SIAH1 antagonists 18%, NOD2 inhibition 25%, HIV peptide binding -0.6%, AID2073 -2%, XIAP displacement -3.2% and Myeloid diff 2 GFP+ MAC1+ % 0.4.
